High-throughput results from PubChem BioAssay.
FBW7 act: FBW7 E3 ligase activators, primary screen, biochemical, AlphaScreen, human; normalized activity (activation), % at 26.1 µM; F-box/WD repeat-containing protein 7 (Homo sapiens), Q969H0; AlphaScreen FBW7–phospho-cyclin E peptide binding, activator screen; 650,000 tested, 0.13% active; in the data active means normalized activity above about 1.9%;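 further: purified mutant Fbw7 with reduced substrate affinity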
GPR151 activ: activators of human GPR151, primary screen, cell-based, PathHunter beta-arrestin, luminescence | G-protein coupled receptor 151 (Homo sapiens), Q8TDV0 | PathHunter beta-arrestin GPR151 cells | activation, % at 11.2 µM | 650,000 tested, 1% active | AID 1508602, 2020; in the data active means activation above about 4.9%;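 further: 0% = median of compound wells and 100% = cells with positive control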
Target sequence (Q8TDV0 whole entry, looked up): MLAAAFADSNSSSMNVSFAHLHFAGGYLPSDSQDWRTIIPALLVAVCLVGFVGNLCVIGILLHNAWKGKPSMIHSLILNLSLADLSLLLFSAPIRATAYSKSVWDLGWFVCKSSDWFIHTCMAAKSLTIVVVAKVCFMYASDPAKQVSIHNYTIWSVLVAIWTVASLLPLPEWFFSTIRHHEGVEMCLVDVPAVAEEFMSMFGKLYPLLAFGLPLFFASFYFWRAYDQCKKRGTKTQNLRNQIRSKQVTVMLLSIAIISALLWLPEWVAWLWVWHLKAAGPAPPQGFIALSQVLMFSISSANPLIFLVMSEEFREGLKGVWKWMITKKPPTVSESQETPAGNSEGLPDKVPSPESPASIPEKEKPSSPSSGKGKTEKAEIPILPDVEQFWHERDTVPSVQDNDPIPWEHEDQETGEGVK
TEAD-YAP block: TEAD-YAP interaction inhibition, primary screen, TEAD-YAP interaction inhibitor project, luminescence, HEK-TIYL cells; inhibition, % at 9.12 µM; TEAD-Gal4/YAP UAS-luciferase luminescence; 640,000 tested, 1.4% active; in the data active means inhibition above about 32%;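 further: 0% = median of test compound wells and 100% = reference inhibitor wells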
MITF primary: MITF inhibitors, primary screen, biochemical, AlphaScreen, human | Microphthalmia-associated transcription factor (Homo sapiens), O75030 | AlphaScreen MITF homodimerization, bead proximity signal | inhibition, % at 2.6 µM | 650,000 tested, 0.91% active; in the data active means inhibition above about 50%;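 further: 0% = vehicle wells with protein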
Target sequence (O75030 whole entry, looked up): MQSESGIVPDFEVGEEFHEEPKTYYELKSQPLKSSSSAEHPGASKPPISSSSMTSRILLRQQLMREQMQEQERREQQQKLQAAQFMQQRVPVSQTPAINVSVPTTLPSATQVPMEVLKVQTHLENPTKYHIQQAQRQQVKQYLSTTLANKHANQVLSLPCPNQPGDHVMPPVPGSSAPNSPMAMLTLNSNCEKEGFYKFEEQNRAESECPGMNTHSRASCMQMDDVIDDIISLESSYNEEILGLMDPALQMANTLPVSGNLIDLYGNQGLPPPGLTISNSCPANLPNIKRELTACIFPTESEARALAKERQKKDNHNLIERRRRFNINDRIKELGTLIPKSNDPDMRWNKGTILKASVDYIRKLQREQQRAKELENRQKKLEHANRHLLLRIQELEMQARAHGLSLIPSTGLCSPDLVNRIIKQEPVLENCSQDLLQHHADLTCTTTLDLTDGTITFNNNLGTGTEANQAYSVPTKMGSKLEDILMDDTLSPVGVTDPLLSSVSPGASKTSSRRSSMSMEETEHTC
Numbers without * were called inactive; & = joins results of further samples.

Compound | FBW7 act | GPR151 activ | TEAD-YAP block | MITF primary
O=C(c1cccc2c1NC(c1ccc(Cl)cc1Cl)C1CC=CC21)N1CCCC1 (stereo not given) | 0.0 | -0.1 | -2.6 | 1.7
CCc1cccc2c(C=O)cn(CC(=O)N3CCCCC3)c12 | 0.2 | -2.2 | 10.0 | 20.6
O=c1cc(-c2ccc(O)c(O)c2)oc2cc(O)c(C3OC(CO)C(O)C(O)C3O)c(O)c12 (stereo not given) | -0.3 | -1.4 | 3.4 | 73.7*
C/C(=N/NC(=O)c1ccccc1[N+](=O)[O-])c1cccc(NC(=O)C2CCCCC2)c1 | 0.1 | 1.0 | 3.4 | 11.3
COc1cc2nc(NCCCN3CCCC3=O)nc(NCCN3CCOCC3)c2cc1OC | 0.1 | 0.7 | -18.7 | 7.3
O=C(NCc1nnc(SCC(=O)N2CCc3ccccc32)n1-c1ccc(F)cc1)c1cccs1 | 0.5 | 0.4 | 1.9 | 6.9
COc1cc(NC2OC(=O)c3ccccc32)c(OC)cc1Cl (stereo not given) | 0.1 | 0.1 | -2.8 | -1.5
Cc1c(C(=O)OCCOC(C)C)[nH]c2c1C(=O)CC(c1ccco1)C2 (stereo not given) | 0.3 | 0.4 | 60.2* | 4.7
Cc1cc(C(=O)COC(=O)Cc2ccc(Br)cc2)c(C)n1CC1CCCO1 (stereo not given) | -0.1 | -0.3 | 8.1 | 9.8
Nc1cc(=O)[nH]c(SCC(=O)NNC(=O)Cc2ccccc2)n1 | 0.0 | -0.4 | -13.6 | 12.1
Cc1cc(C)cc(NCc2nnc3n2CCCCC3)c1 | 0.0 | 2.4 | -1.1 | 5.9
Cc1ccc(C(=O)NC(=S)NNC(=O)c2ccccc2O)cc1 | -0.6 | -1.0 | -3.3 | 2.4
COc1ccccc1N1CCN(C(=O)c2ccc(Cn3nnc4ccccc4c3=O)cc2)CC1 | 0.1 | 0.1 | 12.6 | 4.1
O=C1CC(N2CCN(c3ccc([N+](=O)[O-])cc3)CC2)C(=O)N1c1ccc(F)cc1 (stereo not given) | -0.1 | -0.5 | -2.5 | 4.2
CC(C)C[C@H]1NC(=O)[C@@H]2C[C@H](NC(=O)Nc3ccc(C(F)(F)F)cc3)CN2C1=O | 0.2 | 0.2 | 2.1 | 10.7
Cc1csc(SCc2cc(=O)c(OC(=O)c3c(F)cccc3F)co2)n1 | -0.1 | -0.5 | -2.6 | 7.4
COc1ccc(/C=C\C(=O)Nc2c3c(nn2-c2ccc(C)cc2C)CSC3)cc1OC | 0.0 | -0.6 | -1.3 | -12.7
CS(=O)(=O)N(CC(=O)Nc1ccc(F)c(F)c1)c1ccc(Cl)c(C(F)(F)F)c1 | 0.3 | 2.8 | 8.3 | -2.0
Cc1c(C(=O)NC(C)c2ccccc2)oc2ccc(S(=O)(=O)N3CCCC3)cc12 (stereo not given) | 0.0 | -0.3 | -7.1 | 21.1
O=C(CSc1ncnc2sc3c(c12)CCCCC3)NCC1CCCO1 (stereo not given) | -0.1 | 1.6 | -2.7 | -6.4
Cc1ccc(NC(=O)c2ccccc2NC(=O)c2ccc(C(=O)c3ccccc3)cc2)c(C(=O)c2ccccc2)c1 | 0.0 | 1.1 | 4.4 | 4.0
CC(C)N(C(=O)c1ccc(C(=O)c2ccccc2)o1)C(C)C | -0.1 | -0.4 | 1.5 | -1.6
CCOC(=O)N1CCN(C(=S)NC2Cc3ccccc3C2)CC1 | 0.0&-0.1 | 0.6&0.4 | -1.2&-2.8 | -5.7&3.1
COc1ccccc1N1CCN(C(=O)c2cc(Br)cc(Br)c2)CC1 | 0.4 | 0.5 | 58.4* | 14.8
CC(=O)Nc1ccccc1OCC(=O)Nc1ccc(Cl)cc1F | 0.0 | -0.2 | -6.7 | 0.5
C=C(C)c1cccc(C(C)(C)NC(=O)NCc2cccnc2)c1 | 0.0 | 0.5 | 11.6 | 2.9
COc1ccc2cc(C(=O)N3CCN(Cc4ccco4)C[C@@H]3C(C)C)[nH]c2c1 | -0.1 | -0.1 | -4.5 | -3.4
COc1cc(N2CCOCC2)ccc1Nc1cc(N2Cc3ccccc3C2=O)c(C(F)(F)F)cn1 | 0.2 | 2.3 | -12.6 | 17.5
CCN1CCN(c2cc(C)c3cc(NC(=O)c4cc(-c5cccs5)nc5ccccc45)ccc3n2)CC1 | 0.1 | 0.3 | -2.5 | -18.5
CCOc1ccc(C2=NC(c3ccc(Cl)cc3)NC(c3cccc(OCC)c3O)C2)cc1 (stereo not given) | 0.2 | 1.4 | 5.3 | -4.1

Compound profiles, from the list above. Values in the order: FBW7 act	GPR151 activ	TEAD-YAP block	MITF primary
`O=c1cc(-c2ccc(O)c(O)c2)oc2cc(O)c(C3OC(CO)C(O)C(O)C3O)c(O)c12` (stereo not given) across the screens: -0.3	-1.4	3.4	73.7*
`CCOc1ccc(C2=NC(c3ccc(Cl)cc3)NC(c3cccc(OCC)c3O)C2)cc1` (stereo not given) across the screens: 0.2	1.4	5.3	-4.1
`COc1cc(NC2OC(=O)c3ccccc32)c(OC)cc1Cl` (stereo not given) across the screens: 0.1	0.1	-2.8	-1.5
`CC(=O)Nc1ccccc1OCC(=O)Nc1ccc(Cl)cc1F` across the screens: 0.0	-0.2	-6.7	0.5

(list continues)
Compound | FBW7 act | GPR151 activ | TEAD-YAP block | MITF primary
O=C(/C=C/c1ccccc1)N1CCN(C2=NN=C(c3ccccc3)CS2)CC1 | -0.4 | 6.2* | -20.9 | 0.9
COC(=O)CNC(=O)c1cc(=O)c2ccccc2o1 | -0.2 | -1.4 | -7.1 | 6.6
O=C(Nc1cccc(NC(=O)c2cc(Br)ccc2Cl)c1)c1ccco1 | 0.0 | 0.1 | -2.3 | 6.4
CCCOC(=O)COc1ccc2c(c1)O/C(=C\c1ccc(OC)cc1)C2=O | 0.2 | -0.2 | -1.1 | 5.1
CCOC(=O)C1=C(C)N=c2s/c(=C\c3ccc(N(CC)CC)cc3OC)c(=O)n2C1c1ccccc1OC (stereo not given) | 0.0 | 0.0 | 1.4 | 8.8
CC(C(=O)c1cccc(Cl)c1)n1cnc(-c2ccccc2)cc1=O (stereo not given) | 0.0 | 1.2 | -8.3 | -9.8
COc1cccc(CN(CCN(C)C)C(=O)c2cn3cc(-c4ccncc4)ccc3n2)c1 | -0.2 | 0.2 | -10.6 | 2.4
CCC(=O)Nc1c2c(nn1-c1cccc(C)c1C)CSC2 | 0.4 | 1.1 | -1.8 | 27.6
COc1ccc(OC)c(N(CC(=O)Nc2ccc(C)cc2)S(=O)(=O)c2ccccc2)c1 | 0.2 | 2.1 | -6.2 | 1.0
O=S1(=O)CCC(NCc2cccnc2)C1 (stereo not given) | -0.2 | 0.7 | -4.0 | 5.6
CC(C)(NS(=O)(=O)c1ccccc1Cl)c1ccncc1 | -0.2 | -0.2 | -2.3 | 1.9
Cc1ccc(C2(C(F)(F)F)NC(=O)N=C3C=CC=CN32)cc1 (stereo not given) | 0.0 | 0.4 | 0.5 | 1.1
O=C(CC(c1ccco1)S(=O)(=O)c1ccccc1)c1ccccc1 (stereo not given) | 0.1 | 1.3 | -4.6 | 12.3
CS(=O)(=O)N1CCc2cc(C(=O)N3C4CCC3CC(c3ccc(F)cc3)C4)ccc21 (stereo not given) | 0.0 | 1.1 | -6.4 | 14.9
O=c1c2c(nc3[nH]ncn13)CCN(Cc1ccccc1)C2 | 0.1 | 0.5 | -3.0 | 6.8
CCc1nc2sc(C(c3ccc(C)cc3)N3CCCC(C)C3)c(O)n2n1 (stereo not given) | 0.3 | -0.4 | -2.2 | 14.5
COc1ccc(-c2nnc(NC(=O)Cc3ccc(F)cc3)s2)c(OC)c1 | 0.0 | 3.8 | 4.5 | 13.1
CCOc1ccccc1OCC(=O)OC1CCOC1=O (stereo not given) | 0.2 | 0.7 | 3.7 | 3.1
CCOC(=O)c1c(NC(=O)c2ccc(F)cc2)sc(C(=O)Nc2ccc3c(c2)OCO3)c1C | -0.1 | -1.2 | -6.9 | 0.0
COc1cc(OC)cc(C(=O)N2CCN(c3cccc(C)c3C)CC2)c1 | 0.3 | -0.9 | 46.8* | 12.3
Cc1cccc(N(CC(=O)O)S(=O)(=O)c2ccccc2)c1 | -0.2 | 0.3 | -1.6 | -3.9
CCCOC(=O)C1C2C=CC3(CN(C4CCCC4)C(=O)C13)O2 (stereo not given) | 0.0 | 2.4 | 12.5 | -1.6
COc1ccc(Nc2ncc(-c3cccs3)cn2)cc1 | 0.2 | -1.0 | -30.6 | 5.8
c1ccc(Nc2nc(Nc3ccncc3)nc3c2ncn3C2CCCCC2)cc1 | 0.2 | -0.4 | -10.8 | -14.6
O=C(c1ccccc1)N1C(=O)C(c2ccccc2)Oc2ccccc21 (stereo not given) | -0.1 | 0.1 | 9.1 | 1.2
Nc1nnc(SCCN2C(=O)c3ccccc3C2=O)s1 | -0.1 | 0.1 | 5.2 | 0.0
COc1ccc2oc(=O)c(C(=O)OCc3ccccc3)cc2c1 | 0.0 | 0.4 | 1.1 | 9.0
COc1cccc(S(=O)(=O)N2CCC(c3nc(-c4ccncc4)no3)CC2)c1 | 0.1 | 2.5 | -1.5 | 14.5
COC(=O)C1(C(F)(F)F)C2C=CC(C2)N1S(=O)(=O)c1ccccc1 (stereo not given) | -0.1 | 1.5 | 1.3 | -4.2
COc1ccccc1N1CCN(C(=O)c2cc3n(n2)C(C(F)(F)F)CC(c2ccc(Cl)c(Cl)c2)N3)CC1 (stereo not given) | 0.1 | -0.1 | -8.8 | 4.8
Cc1ccc(CNc2nc(C)c(-c3ccn(CCN4CCOCC4)n3)s2)o1 | 0.2 | -1.5 | -9.2 | 2.6
Cc1[nH][nH]c(=O)c1C(c1ccc(OCc2ccc(F)cc2)cc1)c1c(C)[nH][nH]c1=O | -0.7 | -1.1 | -6.1 | -1.4
O=C(NCC1CCN(CCO)CC1)c1ccc(OC2CCN(C(=O)C3CC3)CC2)cc1 | 0.0 | 1.3 | -5.3 | -6.4
O=C(Nc1cccc(C(F)(F)F)c1)c1cc2ccccc2o1 | 0.0 | 1.1 | -40.2 | -16.4
O=[N+]([O-])c1ccc(N2CCN(S(=O)(=O)Cc3ccc(Cl)cc3)CC2)cc1 | 0.0 | -1.3 | -2.4 | -2.8
Cc1cc(C)nc(NS(=O)(=O)c2ccc(NC(=O)N3c4ccccc4Sc4ccccc43)cc2)n1 | -0.1 | -1.1 | 0.4 | 5.0
CN(CC(=O)Nc1ccc(Cl)cc1)S(=O)(=O)c1ccc2c(c1)SCC(=O)N2 | -0.1 | -0.5 | 6.5 | 9.3
CCOC(=O)c1cnc2ccc(C)cc2c1NCCN1CCOCC1 | 0.0 | -1.2 | -5.8 | -1.8
COc1ccccc1C(=O)Nc1ccc(S(=O)(=O)Nc2nccs2)cc1 | 0.1 | -1.3 | -5.4 | 4.5
Cc1cccc(Oc2cc(NC(=O)c3nc4nc(-c5ccccc5)cc(C(F)(F)F)n4n3)cc([N+](=O)[O-])c2)c1 | 0.0 | -0.2 | 7.7 | 11.2
COc1ccc(C2C3C(=O)NC(=O)C3ON2c2ccccc2)c(OC)c1 (stereo not given) | 0.1 | 2.0 | 8.0 | 10.2
CS(=O)(=O)N1CCC(C(=O)Nc2ccc(C(N)=O)cc2)CC1 | -0.2 | 0.5 | 0.7 | 5.1
COc1ccc(CN2CCN(C(=O)c3ccccc3)CC2)cc1 | 0.0 | -0.5 | 1.5 | 37.9
CN(C)CCN(Cc1ccccc1)C1CCN(Cc2ccncc2)CC1 | -0.2 | 0.1 | 1.2 | -3.0
N#CC1=C(N)Oc2cc(N)ccc2C1c1ccccc1I (stereo not given) | -0.1 | -1.8 | -14.3 | -1.7
Cc1ccc(C)c(S(=O)(=O)NCCn2ncc3c(N4CCCCCC4)ncnc32)c1 | 0.1 | 0.4 | -3.1 | 3.6
Cc1nc2sccn2c1-c1csc(Nc2ccc(N(C)C)cc2)n1 | -0.4 | 1.0 | 55.1* | 10.2
C=CCn1c(=O)c2ccccc2n2c(SCC(=O)O)nnc12 | 0.1 | 1.0 | -8.8 | -7.7
O=C(CSc1nc2ccccc2c2nc(CCc3c[nH]c4ccccc34)nn12)c1ccccc1 | -0.1 | -1.7 | -3.7 | -2.9
O=C(c1ccc2c(=O)n(Cc3ccc(Cl)cc3)c(=S)[nH]c2c1)N1CCN(Cc2ccc3c(c2)OCO3)CC1 | -0.2 | -0.9 | 6.7 | -8.3
O=c1nc2n(c3ccc(F)cc13)CC(O)=C2c1nc2ccccc2s1 | 0.7 | -1.4 | 5.7 | 14.4
Cn1c(=O)c2c(nc(Oc3ccc(Oc4ncc(Cl)cc4Cl)cc3)n2Cc2ccccc2Cl)n(C)c1=O | -0.1 | 0.2 | 0.7 | -9.8
COC(=O)C1=C(C)NC(=O)CC1c1cc2c(cc1[N+](=O)[O-])OCO2 (stereo not given) | -0.1 | 0.9 | -3.2 | 3.4
Cc1cc(C)c(C)c(OCC(O)CN2CCN(C)CC2)c1 (stereo not given) | 0.0 | -0.4 | 12.7 | 5.5
CCOc1cccc(-c2nc3ccc(Br)cc3c(=O)o2)c1 | -0.1 | 0.0 | -5.9 | 0.6
